Menin MLL FP TR – qHTS Assay for Inhibitors Targeting the Menin-MLL Interaction in MLL Related Leukemias: Competition With Texas Red Labeled MLL-derived Mutant Peptide. O00255. Menin + Texas Red MLL mutant peptide, fluorescence polarization. Potency, µM (doses to about 61.6 µM), for the others: top-dose FP activity change, negative = inhibition, usual class: inhibitors. actives 0.23% (n = 270,000). AID 1768, 2009; active = well fitted inhibition curve with a large enough effect in the polarisation, with a control signal flat, not every such curve was filed as active; inconclusive = small, poorly fitted or top-dose-only effect, or effect the other way, or a change in a side signal; inactive = no such curve, though single readings can be large or run the other way; the % refers to the polarisation; note: % of control where 0% means no effect; many of its hits are not listed in these tables
Target sequence (O00255 whole entry, looked up): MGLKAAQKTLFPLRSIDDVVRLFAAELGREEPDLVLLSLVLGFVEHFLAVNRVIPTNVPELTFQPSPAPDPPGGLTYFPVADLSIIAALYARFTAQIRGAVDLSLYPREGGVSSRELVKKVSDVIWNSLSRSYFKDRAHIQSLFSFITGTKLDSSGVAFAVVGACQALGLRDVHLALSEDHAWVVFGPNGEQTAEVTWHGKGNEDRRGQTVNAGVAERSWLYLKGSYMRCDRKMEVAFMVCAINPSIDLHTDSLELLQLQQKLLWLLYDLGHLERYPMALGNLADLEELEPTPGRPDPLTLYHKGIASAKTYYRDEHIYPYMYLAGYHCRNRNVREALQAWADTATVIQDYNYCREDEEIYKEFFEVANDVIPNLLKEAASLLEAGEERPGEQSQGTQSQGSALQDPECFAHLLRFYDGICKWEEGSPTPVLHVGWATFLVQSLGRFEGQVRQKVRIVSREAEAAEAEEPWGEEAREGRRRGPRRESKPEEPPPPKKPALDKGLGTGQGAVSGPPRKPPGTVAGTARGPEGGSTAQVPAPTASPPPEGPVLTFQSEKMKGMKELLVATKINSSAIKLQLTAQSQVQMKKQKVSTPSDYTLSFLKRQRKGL
RORg inh – qHTS for inhibitors of ROR gamma transcriptional activity | Drosophila S2 Gal4-RORgamma UAS-luciferase reporter, 20 h | Potency, µM (series often up to 53.6 µM), for inactives: at the top dose activity change, negative = inhibition, actives largely listed as inhibitors | actives 5.4% (n = 310,000); note: % is set by controls: 0 for no effect and ±100 for the full control effect; nearly all actives have a fitted effect of over 60% in size
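Drosophila Schneider cells stably carrying a metallothionein-driven Gal4 DBD–ROR gamma fusion and a UAS-Photinus luciferase reporter were exposed to compound for 1 hr, then induced with copper sulfate (700 uM final) for 20 hr at ambient temperature before luminescence reading.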
VP16 counter – VP16 counterscreen qHTS for inhibitors of ROR gamma transcriptional activity; Drosophila S2 Gal4-VP16 UAS-luciferase, luminescence, 20 h; Potency, µM (doses to about 53.6 µM), without a hit: top-dose activity, negative = inhibition, actives largely listed as inhibitors; actives 3.5% (n = 310,000);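 note: Gal4-VP16 expression switched on by copper sulfate through the metallothionein promoter; % is set by controls: 0 for no effect and ±100 for the full control effect; nearly all actives have a fitted effect of over 50% in size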
Starred values were filed as active, the others as inactive; ? = inconclusive; & = joins results of further samples; [ ] = another dose, or the depositor's remark. Unless noted, calls come from the whole dose curve; as a rule, active = well fitted curve in the direction sought with a large enough effect; inconclusive = small, poorly fitted or top-dose-only effect, or another doubt; inactive = no such curve, though single readings can be large; an effect the other way counts as inactive or inconclusive. Potency is the fitted concentration of half-maximal effect. This is a subset (hit frequency here may not be typical).

SMILES | RORg inh | Menin MLL FP TR | VP16 counter
COc1ccc2nc3cc(Cl)ccc3c(NCCCN3CCN(CCCNc4c5ccc(Cl)cc5nc5ccc(OC)cc45)CC3)c2c1 | 3% | -23% | -20%
CCC[C@H]1C(=O)N2C(N(C)C)=Nc3ccc(C)cc3N2C1=O | -4%[2.98 µM] | 4%[24.8 µM] | 3%[17 µM]
CCOC(=O)C(CCc1ccccc1)NC(C)C(=O)N1Cc2cc(OC)c(OC)cc2CC1C(=O)O (centres undefined) | -10% | -16% | 3%
Cc1nc2c(c(=O)[nH]1)CSCC2 | 18% | 6% | -1%
N[C@](CC1c2ccccc2Oc2ccccc21)(C(=O)O)[C@@H]1C[C@@H]1C(=O)O | 17% | 2%[24.8 µM] | 4%
CC(=O)N1CCC2(CCCN(C(=O)Nc3cccc(C#N)c3)C2)CC1 | 22% | -4% | -8%
COc1ccc(Oc2ncc3nc(C)c(=O)n(-c4ccccc4)c3n2)cc1 | -22% | 2% | 5%
N[C@H](CCC(=O)NCC(=O)O)C(=O)O | -23%&29% | -23% | -4%&1%
CN1CCN(c2ccnc(-c3cccnc3)n2)CC1 | -13% | -6% | 5%
CC(=O)NCCNc1ncnc2ccc(-c3cccc(NS(C)(=O)=O)c3)cc12 | 23% | -9% | -5%
Cc1ccccc1-c1cc(NCc2cccnc2)ncn1 | -17% | 1% | -2%
COc1ncc2nc(-c3ccc(F)cc3)c(=O)n(C[C@H]3CCCO3)c2n1 | 2% | -17% | -6%
CN1CCN(c2ncc3nc(CCc4ccccc4)c(=O)n(CCc4ccccc4)c3n2)CC1 | -38% | -10% | -9%
NCC1O[C@@H](OC2C(N)C[C@H](N)[C@@H](O[C@H]3OC(CO)C(O)C(N)C3O)C2O)C(O)C(O)C1O (some centres undefined) | 1% | -20% | 7%
CC(C)NC(=O)N1CCC2(CC1)CCN(C(=O)c1cccc(F)c1)CC2 | -20% | 10% | 6%
COc1cccc(Cn2c(=O)cnc3cnc(OC)nc32)c1 | -15% | -2% | 2%
CCC1OC(=O)C(C)[C@@H](O[C@H]2C[C@@](C)(OC)C(O)C(C)O2)C(C)[C@@H](O[C@@H]2OC(C)CC(N(C)C)C2O)[C@@](C)(O)CC(C)C(=O)[C@@H](C)C(O)[C@]1(C)O (some centres undefined) | 17% | -2% | ?
N#Cc1ccc(CN2CC[C@@]3(CCCN(C(=O)c4cc(C(F)(F)F)cc(C(F)(F)F)c4)C3)C2)cc1 | 2% | -10% | 13%
NC[C@@H]1O[C@H](O[C@@H]2[C@H](O[C@@H]3O[C@H](CO)[C@@H](COC[C@H]4O[C@@H](CN)[C@@H](O)[C@@H](O)[C@@H]4N)[C@@H]3O)[C@@H](O)[C@@H](N)C[C@H]2N)[C@@H](N)[C@H](O)[C@@H]1O | 1%[16.9 µM] | -12%[24.8 µM] | -13%[17 µM]
O=C(O)C=Cc1ccc(Cn2ccnc2)cc1 | -17% | 1%[24.8 µM] | 4%
CS(=O)(=O)c1ccc(Cn2c3c(c4cc(F)cc(F)c42)CCC[C@H]3CC(=O)O)cc1 | 30% | ? | ?
O=C1C2=CC[C@H]3C(=O)N(Cc4ccccc4)C(=O)[C@@H]3[C@@H]2[C@H](O)[C@@H]2O[C@H]12 | 2.2µM* | 21%[11.7 µM] | ?
O=c1c(CCc2ccccc2)nc2cncnc2n1-c1ccccc1 | 6% | 0% | -20%
O=C(O)/C=C\c1ccc(Cn2ccnc2)cc1 | 3%[2.98 µM] | 3%[24.8 µM] | -6%[17 µM]
CN(C)Cc1ccccc1-c1cc(NCc2ccccc2)ncn1 | ? | -17% | 1%
C=CC(C1=CC(=O)C=CC1=O)c1ccc(O)cc1 (centres undefined) | ? | -9% | -5%
CCCCC/C=C\C/C=C\C/C=C\CCCCC(N)=O | -10% | 13% | 1%
O=C(O)C(Cc1ccc2c(c1)oc1ccccc12)NCP(=O)(O)O (centres undefined) | 14% | 8% | -11%
COC(=O)C/C=C\[C@H](C)[C@@H](OC)c1ccccc1Br | -2%[10 µM] | 5%[11.7 µM] | -3%[10 µM]
COc1cc2c(cc1OC)C1C(=O)c3c(O)cc4c(c3OC1CO2)C=CC(C)(C)O4 (centres undefined) | 6.3µM* | 17% | 0.89µM*
Cc1noc(C)c1C(=O)N1CCC2(CCCN(C(c3ccccc3)c3ccccc3)C2)CC1 | ? | -11% | 1%
CC(C)[C@@H](CC(=O)N[C@@H]1CCNC[C@H]1C(=O)N[C@H](CC(=O)N[C@@H](CCC(=O)O)CC(=O)O)Cc1c[nH]c2ccccc12)NC(=O)C[C@H](CO)NC(=O)[C@@H]1CNCC[C@H]1N | -1% | -10% | 4%
Cc1cnc(CNc2ncnc3ccc(-c4ccccc4C(F)(F)F)cc23)cn1 | ? | -8% | ?
CCOC(=O)N/N=C1/C[C@@H](O)[C@@H](O)[C@@H]2[C@@H]3C(=O)N(CC)C(=O)[C@H]3CC[C@H]12 | 10%[10 µM] | -10%[11.7 µM] | 5%[10 µM]
CC(C)Cn1nnnc1S(=O)(=O)Cc1cccc(C#N)c1 | -23% | 1% | 5%
CCC(/C=C/C(C)C1CCC2C3CC=C4CC(O)CC[C@@]4(C)C3CC[C@@]12C)C(C)C (some centres undefined) | -4% | 1% | 1%

Overlap with the part before: 2 entries, followed by the next part.
SMILES | RORg inh | Menin MLL FP TR | VP16 counter
CC(C)Cn1nnnc1S(=O)(=O)Cc1cccc(C#N)c1 | -23% | 1% | 5%
CCC(/C=C/C(C)C1CCC2C3CC=C4CC(O)CC[C@@]4(C)C3CC[C@@]12C)C(C)C (some centres undefined) | -4% | 1% | 1%
CCOC(=O)[C@H](Cc1ccc(O)cc1)NC(=O)c1ccccc1 | 1.4µM* | 10% | ?
O=C1NC(=O)c2cc(Nc3ccc(F)cc3)c(Nc3ccc(F)cc3)cc21 | -9%&28% | ? | ?
Cn1c(=O)c(-c2ccc(F)cc2)nc2cncnc21 | 0% | -7% | -2%
C=CC[C@@H]1C=C[C@H](O/N=C\[C@@H](C)[C@H](OCc2ccccc2)C(C)C)[C@H](CO)O1 | -14%[10 µM] | -18%[11.7 µM] | -1%[10 µM]
CC(C)(C)NC[C@@H](O)c1ccc(O)c(CO)n1 | 0%[10 µM] | 3% | 0%
COc1ccccc1CN1CCCC2(CCN(C(=O)c3cccc(F)c3)CC2)C1 | 10% | 0% | -7%
CSCC[C@H](NC(=O)[C@H](CC(C)C)NC(=O)CCNC(=O)[C@@H](NC(=O)[C@H](Cc1ccccc1)NC(=O)[C@H](CO)NC(=O)[C@@H](N)CC(=O)O)C(C)C)C(N)=O | -10% | -6% | -4%
CC1(C)C(=O)C2C[C@]3(O)C4=CC(=O)OC(c5ccoc5)[C@]4(C)CCC3[C@](C)(C2=O)C1CC(=O)O (some centres undefined) | 19% | 3% | 1%
CC1=CC(=O)OC1Cc1ccc2ccccc2n1 (centres undefined) | ? | -19% | 3%
CC(=O)NC(=O)c1ccccc1O | -1% | 8% | -11%
CCCC[C@@H](NC(=O)[C@@H](Cc1cn(C(=O)OC)c2ccccc12)NC(=O)[C@H](CC(C)(C)C)NC(=O)N1[C@H](C)CCC[C@@H]1C)C(=O)O | -1% | -18% | 8%
CC1(OC(=O)c2ccc(Cl)nc2)C(=O)C=C2C=C(C3CC3)OC=C2C1=O (centres undefined) | 23% | ? | ?

Copied from the entries so far for reference:
SMILES | RORg inh | Menin MLL FP TR | VP16 counter
CC(=O)NC(=O)c1ccccc1O | -1% | 8% | -11%
CCCC[C@@H](NC(=O)[C@@H](Cc1cn(C(=O)OC)c2ccccc12)NC(=O)[C@H](CC(C)(C)C)NC(=O)N1[C@H](C)CCC[C@@H]1C)C(=O)O | -1% | -18% | 8%
CC1(OC(=O)c2ccc(Cl)nc2)C(=O)C=C2C=C(C3CC3)OC=C2C1=O (centres undefined) | 23% | ? | ?

(next part)
SMILES | RORg inh | Menin MLL FP TR | VP16 counter
N#CCCCS(=O)(=O)c1ccccc1 | -14% | 5% | -3%
COc1ccc(CNc2ncncc2-c2ccoc2)c(OC)c1 | 11% | -5% | 1%
COc1ccc(C(=O)N2CCC3(CC2)CN(c2ccc(-c4ccccc4)cc2)C3)cc1 | -1% | -7% | 4%
C=CCC1(O)CCOc2ccccc21 (centres undefined) | 14% | 1% | 1%
O=S(=O)(c1ccccc1)N1CCC[C@@]2(CCN(C(c3ccccc3)c3ccccc3)C2)C1 | -17% | 8% | 3%
CC1(C)CO[C@@H](CC(=O)O)CN1 | -9% | -7% | -1%
CO[C@H]1COC(=O)[C@H](C)NC(=O)C/C=C\[C@@H](C)[C@@H](NS(=O)(=O)c2ccc(C)cc2)COC(=O)C/C=C\[C@@H]1C | -6%[10 µM] | 0%[11.7 µM] | -4%[10 µM]
COc1cccc([C@@H]2Oc3ccc(Br)cc3C(=O)[C@H]2OC(=O)N[C@H](C)C2CCCCC2)c1 | 0% | -3% | -1%
COc1ccccc1-c1cc(-n2ccnc2)ncn1 | -26% | -5% | -11%
CN1C(=O)OC(C)(C)C1=O | -18%[2.98 µM] | 1%[24.8 µM] | 0%[17 µM]
CC(=O)OCC1OC(C#Cc2ccc(Br)cc2)C=CC1OC(C)=O (centres undefined) | 2%[10 µM] | 4%[11.7 µM] | 3%[10 µM]
CC(C)C[C@H](N)C(=O)N[C@H](C(=O)N[C@@H](CCCN=C(N)N)C(=O)N[C@H](CS)C(=O)NCC(=O)N[C@@H](CCCCN)C(=O)N[C@@H](Cc1cnc[nH]1)C(=O)N[C@@H](CO)C(=O)N[C@@H](CCCN=C(N)N)C(=O)O)C(C)C | 3% | 1% | -1%
CC1=CC2C(=O)c3cccc(O)c3C(=O)C2C(O)=C1 (centres undefined) | 28% | 3% | 2%
Cn1c(=O)c(-c2cccs2)nc2cnc(OCc3ccccc3)nc21 | -2% | 1% | 3%
CN1CCN(c2ncc3nc(-c4ccccc4)c(=O)n(C4CC4)c3n2)CC1 | -6% | -10% | 4%
Cc1ccc(S(=O)(=O)N[C@H]2COC(=O)C/C=C\[C@@H](C)[C@H](NS(=O)(=O)c3ccc(C)cc3)COC(=O)C/C=C\[C@H]2C)cc1 | -8%[10 µM] | 10%[11.7 µM] | -4%[10 µM]
O=C(c1cccc(F)c1)N1CCC2(CC1)CCN(c1ncccn1)CC2 | 19% | -9% | -4%
O=C(CCCC[C@@H]1SC[C@H]2NC(=O)N[C@H]12)Nc1ccc(C(=O)O)cc1 | 6% | -12% | -9%
Cc1noc(C)c1-c1cncnc1NCc1cccnc1 | -30% | -12% | 5%
OCc1ccc(-c2ccc(-c3ccc(CO)s3)o2)s1 | 0.63µM* | ? | 1.6µM*
COc1ccc(C(=O)c2ccc(O)cc2)c(O)c1O | -24% | 3% | -12%
NC(=O)Oc1ccc(Cc2ccccc2)cc1 | 22% | -2% | 5%
O=C(Nc1cccc(F)c1)N1CCCC2(CCNCC2)C1 | 0% | -12% | -1%
COc1ccc2cc(C(C)CO)ccc2c1 (centres undefined) | 16% | 9% | 7%
COc1ccc(NC(=O)N2CC[C@@]3(CCCN(C(=O)c4ccco4)C3)C2)cc1 | -2% | -6% | -15%
COc1ccc2[nH]c(I)c(CCNC(C)=O)c2c1 | 23% | 4%[24.8 µM] | -2%
O=C(CCc1ccc(O)cc1)c1c(O)cc(O)cc1O[C@H]1OC(CO)C(O)C(O)C1O (some centres undefined) | -13% | 0% | 11%
COc1ccc2c(c1)C(=O)[C@@H](OC(=O)NC1CCCC1)[C@H](c1ccc(OC)c(Br)c1)O2 | -25% | 6% | -4%
O=c1c(-c2ccc(F)cc2)nc2cnc(Oc3cccc(Cl)c3)nc2n1C[C@H]1CCCO1 | 23% | 2% | -4%
COc1ccc2c(c1)OCC(Cc1ccc(OC)c(O)c1)C2=O (centres undefined) | ? | 2% | 2%
CC(=O)N[C@@H](CSC/C=C(\C)CC/C=C(\C)CC/C=C(\C)CCC=C(C)C)C(=O)O | 7% | -1% | 4%
O=c1cnc2cnc(OCc3ccccc3)nc2n1Cc1ccc(F)cc1 | -4% | -2% | 2%
COc1cccc(OC)c1-c1cc(C(=O)NC2(C(=O)O)C3CC4CC(C3)CC2C4)nn1-c1ccc(C(=O)N(C)CCCN(C)C)cc1C(C)C (centres undefined) | -8% | -9% | 2%
CCN(C/C=C/C#CC(C)(C)C)Cc1cccc(OCc2cc(-c3ccsc3)cs2)c1 | 2% | 8% | 6%
CCCCCCCCCCCCCC(=O)OC(C)C | -3%[10 µM] | -2% | -9%
